Screens: PubChem BioAssay, University of Glasgow
telomere uncapping: survival after telomere uncapping, modulators, primary screen, cell-based (AID 1259312). HCT116 + Ad-hTR-mut, survival, MTT, 5 d; active compounds read high. 4,500 tested, 4.5% active. fold change at 10 µM;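 active means cell survival measured by absorbance rises more than 2.5-fold over infected cells without compound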;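 further: virus expresses mutant telomerase RNA that uncaps telomeres and kills cells; compound added 2 days after infection so exposure lasts 3 days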
* = called active by the depositor. This is a subset; the hit share may differ from the screen's.

> Cc1ccc2c(c1)c1c3n2CCN([N+](=O)[O-])C3CCC1 (configuration not stated)
- telomere uncapping = -1

> O=[N+]([O-])c1cc[n+]([O-])c2ccccc12
- telomere uncapping = -9.9

> CNC(C)(C)Cc1ccccc1
- telomere uncapping = -2.3

> COc1cc2c(cc1OC)C13CCN4CC5=CCOC6CC(=O)N2C1C6C5CC43 (configuration not stated)
- telomere uncapping = 3.2*

> CN1CCN(c2ccc([N+](=O)[O-])c3cccnc23)CC1
- telomere uncapping = -1.3

> O=[N+]([O-])c1ccc(Cl)c2nonc12
- telomere uncapping = -8.7

> CCc1cc(CC)c(C=C(C#N)C#N)c(CC)c1
- telomere uncapping = 1.1

> O=C1NC(=O)C(C2(O)C(=O)c3ccccc3C2=O)C(=O)N1
- telomere uncapping = 1

> N#CC1=C(N)Oc2c(c(=O)oc3ccccc23)C1c1cccc2ccccc12 (configuration not stated)
- telomere uncapping = -1.3

> O=C1NC(=O)C(=Cc2ccc3c(c2)OCO3)C(=O)N1
- telomere uncapping = -3.2

> CN[C@@H](Cc1c[nH]c2ccccc12)C(=O)O
- telomere uncapping = -1.2

> CNC1C2CN3CCC(O2)C13 (configuration not stated)
- telomere uncapping = -1.3

> N#CC1=C(N)Oc2c(c(=O)oc3ccccc23)C1c1ccncc1 (configuration not stated)
- telomere uncapping = 1.2

> C[N+]1(CCOCC2CCC[N+]3(C)CCCCC23)CCCC(c2ccccn2)C1 (configuration not stated)
- telomere uncapping = 1.3

> COP(=O)(OC)C(C)(C)C/C(C)=N/O
- telomere uncapping = -2.1

Sorted by count of non-hydrogen atoms (low to high): three of the compounds above.
> O=C1NC(=O)C(C2(O)C(=O)c3ccccc3C2=O)C(=O)N1
- telomere uncapping = 1

> N#CC1=C(N)Oc2c(c(=O)oc3ccccc23)C1c1ccncc1 (configuration not stated)
- telomere uncapping = 1.2

> N#CC1=C(N)Oc2c(c(=O)oc3ccccc23)C1c1cccc2ccccc12 (configuration not stated)
- telomere uncapping = -1.3

Shown tab-delimited: part of the list above
Molecule	telomere uncapping
N#CC1=C(N)Oc2c(c(=O)oc3ccccc23)C1c1ccncc1 (configuration not stated)	1.2
CCc1cc(CC)c(C=C(C#N)C#N)c(CC)c1	1.1
C[N+]1(CCOCC2CCC[N+]3(C)CCCCC23)CCCC(c2ccccn2)C1 (configuration not stated)	1.3
COc1cc2c(cc1OC)C13CCN4CC5=CCOC6CC(=O)N2C1C6C5CC43 (configuration not stated)	3.2*
COP(=O)(OC)C(C)(C)C/C(C)=N/O	-2.1

Later entries:
> NC1(Cc2ccc(Cl)cc2)CC1
- telomere uncapping = -2.3

> C[N+]1(Cc2ccccc2)CCCC1c1ccc(N)nc1 (configuration not stated)
- telomere uncapping = -1.4

> CCCC1COC(Cn2cncn2)(c2ccc(Cl)cc2Cl)O1 (configuration not stated)
- telomere uncapping = -1.7

> C[N+]1(CCOCC2CCC[N+]3(C)CCCCC23)CCCCC1 (configuration not stated)
- telomere uncapping = 1.2

> O=C(O)Cn1cc(C=C2C(=O)NC(=O)NC2=O)c2ccccc21
- telomere uncapping = 1.2

> OC[C@@H]1CCCN2CCCC[C@H]12
- telomere uncapping = -1.2
